Assay outcomes (PubChem)
H9c2 TAG inh: inhibitors of triacylglycerol accumulation, primary screen, cell-based, uHTS, fluorescence, H9c2. H9c2 cells, Nile Red lipid (TAG) fluorescence; cells loaded with 200 µM oleic acid. inhibition, % at 12.5 µM. actives 0.66% (n = 230,000). AID 651582, 2012;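 active means pattern-corrected inhibition of lipid staining of at least 50% with the nuclear-stain viability signal not falling by more than 50%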;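 further: 0% = DMSO wells and 100% = triacsin C control wells; some results filed as inactive read as strong as hits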
H9c2 TAG inh DAPI viability: second read-out of H9c2 TAG inh, no call of its own (marks repeat the call); DAPI nuclei signal change (viability), lower = more cytotoxic, %;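 whole-well DAPI fluorescence read on a plate reader as a viability signal; minus 50 percent equals half of cells still viable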
Active calls of the source: *; & = joins results of further samples. This is a subset; rates above refer to the full screens.

nr | SMILES | H9c2 TAG inh | H9c2 TAG inh DAPI viability
1 | COC(=O)C(O)(c1ccc(NC(=O)c2ccco2)c(OC)c1)C(F)(F)F (stereo unspecified) | -1 | -1
2 | CCOP(=O)(Cc1ccc(C#N)o1)OCC | 1 | -6
3 | COC(=O)C1=C(c2ccc(-c3ccccc3)c(F)c2)C[C@@H]2CC[C@H]1N2C(=O)N1CCOCC1 | -45 | 0
4 | COc1cc(N2CCOCC2)ccc1C=C1C(=O)NC(=O)NC1=O | -5 | 5
5 | COC(=O)C1=C(c2ccc(Cl)c(C(F)(F)F)c2)C[C@@H]2CC[C@H]1N2C(=O)NCc1ccco1 | -8 | -8
6 | CC1=C(C(=O)Nc2ccccc2)SCCO1 | -8 | 2
7 | NCCNc1ccc([N+](=O)[O-])c2cccnc12 | 27 | -18
8 | CC1CCCCN1CC(=O)c1ccc2cc[nH]c2c1 (stereo unspecified) | 2 | 8
9 | COC(=O)c1ccc(N2C(=O)CC(N3CCC(n4c(=O)[nH]c5ccccc54)CC3)C2=O)cc1 (stereo unspecified) | 2 | 7
10 | Cc1nc2ccccc2c(=O)n1-c1cccc(O)c1 | -13 | -10
11 | Cn1c(N)c(C(=O)COC(=O)Cc2ccccc2)c(=O)n(C)c1=O | -3 | -3
12 | CCC(CO)(C(=O)OC1CC2CCC(C1)N2C)c1ccccc1 (stereo unspecified) | 7 | -9
13 | O=C(/C=C/c1c[nH]c2ccccc12)c1c(O)n(CCc2ccccc2)c(=O)[nH]c1=O | -33 | 0
14 | Cc1cc(C(=O)CS(=O)(=O)c2ccccc2)cc(C)c1OC(=O)N(C)C | -10 | 7
15 | CCCCN1C(=O)NC(=O)C2(Cc3ccccc3N3CCOCC32)C1=O (stereo unspecified) | -22 | 24
16 | CCCC(=O)C1C(=O)NC(=O)NC1=O | 3 | -6
17 | CCOP(=S)(OCC)Oc1ccc2c(C)c(Cl)c(=O)oc2c1 | -6 | -6
18 | C[C@@H]1CN([C@H](C)CO)C(=O)CCCn2nncc2CO[C@H]1CN(C)C(=O)Oc1ccccc1 | -6 | 7
19 | CC(C)(C)C(=O)C(Oc1ccc(Cl)cc1)n1cncn1 (stereo unspecified) | -15 | 6
20 | CC(=O)NC(=O)NC(C)Cc1ccccc1 (stereo unspecified) | -14 | -5
21 | NC(Cc1ccc(O)cc1)C(=O)NN=Cc1ccc(N(CCCl)CCCl)cc1 (stereo unspecified) | 5 | 0
22 | C=C1C/C(=C/C)C(=O)O[C@@H]2CCN3CC=C(COC(=O)[C@]1(C)O)[C@H]23 | 7 | -9
23 | S=C1CN=C(c2ccccc2Cl)c2cc(Cl)ccc2N1 | -23 | 1
24 | Cc1ccccc1-n1c(O)c(/C=N/Nc2nc3c(c(=O)n(C)c(=O)n3C)n2C)c(=O)[nH]c1=S | 0 | 10
25 | CC[n+]1c(/C=C/C=C/c2ccc(N(C)C)cc2)sc2ccccc21 | 22 | -56
26 | CC(C)C(C)(NC(=O)c1cccn(Cc2ccc3c(c2)OC(F)(F)O3)c1=O)C(N)=O (stereo unspecified) | -5 | 8
27 | Cn1cc(C=O)c2nccnc21 | 1 | -6
28 | O=C1N(c2ccccc2)C(c2cccnc2)N2CCCN12 (stereo unspecified) | 17 | -11
29 | C[C@]12CC[C@H](OS(=O)(=O)O)CC1=CC[C@@H]1[C@@H]2CC[C@]2(C)C(=O)CC[C@@H]12 | -3&7&10 | 0&5&0
30 | COC(=O)[C@@H](N)CCCN=C(N)N[N+](=O)[O-] | 10 | -4
31 | Cc1onc(-c2c(Cl)cccc2Cl)c1C(=O)Nc1ccc2c(C(F)(F)F)cc(=O)oc2c1 | 6 | -3
32 | Cc1c(NP(=O)(C(C)(C)C)C(C)(C)C)c(=O)n(-c2ccccc2)n1C | -3 | -8
33 | COc1cc2[nH]c(=O)n(-c3cccc(Cl)c3)c(=O)c2cc1OC | -16 | 0
34 | COc1ccc(C(CC(=O)c2ccc3c(c2)OCO3)c2c(O)c3ccccc3oc2=O)cc1OC (stereo unspecified) | -6 | 5
35 | O=C(O)C1CSC(c2cccnc2)N1 (stereo unspecified) | 18 | -6
36 | Cn1c(O)c(C=Nc2ccc(Cl)cc2)c(=O)n(C)c1=O | -36 | -6
37 | COc1ccc(-n2c(O)c(C=NCCN(C)C)c(=O)[nH]c2=O)cc1 | 5 | -3
38 | NC(=O)CN1CCCC1=O | 3 | -3
39 | COc1ccc2nc(/N=C/c3c(O)n(-c4cccc(Cl)c4)c(=O)[nH]c3=O)sc2c1 | -4 | 2
40 | O=C1NC(=O)C(=Cc2ccco2)C(=O)N1 | 14 | 1
41 | COc1ccc(NC(=O)N2Cc3ccccc3-n3nncc3C2)cc1 | 5 | 1
42 | C[N+]1(C)C2CC(OC(=O)[C@H](CO)c3ccccc3)CC1C1OC12 (stereo partly specified) | 12 | -7
43 | Cc1ccccc1Cc1c(C)nc2nc(SCC(=O)N3CCC4(CC3)OCCO4)nn2c1C | -21 | 9
44 | NC(=O)c1cc([N+](=O)[O-])cc([N+](=O)[O-])c1 | -14 | -4
45 | C#C[C@]1(O)CCC2C3C(CC[C@@]21C)[C@@]1(C)CC[C@@H](O)CC1=C[C@H]3O (stereo partly specified) | 0 | -2
46 | O=c1c2ccccc2nc(/C=C/c2ccc(O)cc2)n1-c1cccc(O)c1 | 0 | 26
47 | COc1ccc(S(=O)(=O)N2CC3CC(C2)c2cccc(=O)n2C3)cc1 (stereo unspecified) | 7 | -1
48 | O=C(CCN1CC2CCC(CC2)C1)c1cccs1 | 3 | -6
49 | O=C(O)c1cn(Cc2ccccc2)nc1-c1ccccc1 | 7 | -8
50 | COc1ccccc1OCC#CCN1CCCCCC1 | -10 | 13
51 | O=C(CCCc1ccc(N(CCCl)CCCl)cc1)NCc1ccccc1 | 9 | -5
52 | COC(=O)C1=C(c2ccccc2)C[C@@H]2CC[C@H]1N2C(=O)N1CCC(C)CC1 | -7 | -2
53 | COC(=O)C1=C(c2ccc(OC)c(OC)c2)C[C@@H]2CC[C@H]1N2C(=O)NCCO | 8 | 2
54 | COC1=C[C@@H]2[C@@H]3Cc4ccc(OC)c(O)c4[C@]2(CCN3C)CC1=O | 2 | -8
55 | O=c1[nH]c(CN2CC=C(c3ccccc3)CC2)nc2scc(-c3cccs3)c12 | 7 | -3
56 | O=P(Oc1ccccc1)(N1CCOCC1)N1CCOCC1 | 3 | 3
57 | O=C(CN1CC=C(c2ccccc2)CC1)NC(=O)NC1CCCCC1 | -5 | 23
58 | O=c1c2ccccc2nc(-c2ccccc2)n1-n1cccc1 | -17 | 6
59 | COc1ccc(-n2c(O)c(C(C)=NCC3CCCO3)c(=O)[nH]c2=O)cc1 (stereo unspecified) | 6 | 1
60 | CC(=O)c1c(O)n(C2CCCCCC2)c(=O)[nH]c1=O | -8 | 2

(more compounds)
nr | SMILES | H9c2 TAG inh | H9c2 TAG inh DAPI viability
61 | Nc1ccccc1C(=O)OCC(=O)c1ccc2c(c1)OCCO2 | -11 | 4
62 | CCn1cc(C=C2C(=O)N(C)C(=O)N(C)C2=O)c2ccccc21 | -3 | -2
63 | c1ccc(P(c2ccccc2)c2ccccn2)cc1 | -10 | 9
64 | N#CC1(c2ccccc2)CCN(C2CC(=O)N(c3ccc(F)cc3)C2=O)CC1 (stereo unspecified) | 6 | 2
65 | CN1OC[C@@H]2CN[C@H](c3ccccc3Br)C[C@@H]21 | -15 | 4
66 | CC(Cc1ccsc1)NCc1cn[nH]c1-c1ccc(F)cc1F (stereo unspecified) | -3 | -6
67 | CCCCCCC(=O)c1c(O)n(-c2ccccc2OC)c(=O)[nH]c1=O (tested in a mixture with another compound) | -8 | 7
68 | COc1ccc2c(c1)C13CCN(C)C(C2)C1CCC1(C3)OCCO1 (stereo unspecified) | 0 | -3
69 | CCCCC1(CCO)C(=O)NC(=S)NC1=O | 4 | 3
70 | CC1CCCCC1NC1CCN(C)CC1 (stereo unspecified) | 7 | -1
71 | CCCCn1c(O)c(C(CC)=Nc2ccc(C(=O)O)cc2)c(=O)[nH]c1=O | -5 | 5
72 | COC(=O)C1=C(C(=O)OC)C2c3ccccc3C1c1ccccc12 | -11 | -4

Given with each value named: part of the list above
#63 c1ccc(P(c2ccccc2)c2ccccn2)cc1
  H9c2 TAG inh: -10
  H9c2 TAG inh DAPI viability: 9
#70 CC1CCCCC1NC1CCN(C)CC1 (stereo unspecified)
  H9c2 TAG inh: 7
  H9c2 TAG inh DAPI viability: -1
#66 CC(Cc1ccsc1)NCc1cn[nH]c1-c1ccc(F)cc1F (stereo unspecified)
  H9c2 TAG inh: -3
  H9c2 TAG inh DAPI viability: -6
#68 COc1ccc2c(c1)C13CCN(C)C(C2)C1CCC1(C3)OCCO1 (stereo unspecified)
  H9c2 TAG inh: 0
  H9c2 TAG inh DAPI viability: -3

(continued)
nr | SMILES | H9c2 TAG inh | H9c2 TAG inh DAPI viability
73 | COCCOC(=O)c1c(C)oc2ccc(OC(=O)N(C)C)cc12 | -1 | -13
74 | O=C1NC(=O)N(CCc2ccc(F)cc2)C(=O)/C1=C/c1cccs1 | 8 | 6
75 | CC1=CC2OC3CC4OC(=O)C=CC=CC(=O)OCCC(C)C(O)C(=O)OCC2(CC1O)C4(C)C31CO1 (stereo unspecified) | 118 | -73
76 | O=C(c1cc2cc3ccc(Cl)cc3nc2o1)N1CCC2(CC1)OCCO2 | -5 | 10
77 | CNC(=O)O/N=C(\C)Cc1nnn(-c2cc(C)on2)n1 | -12 | 10
78 | O=c1[nH]c(=O)n(-c2ccccc2Cl)c(O)c1C=NCCN1CCCCC1 | 8 | 0
79 | Cc1ccsc1C(=O)C1CCCN(Cc2cnc(N3CCCC3)s2)C1 (stereo unspecified) | -6 | 4
80 | C[n+]1c(-c2ccccc2)cc(CCCCc2cc(-c3ccccc3)[n+](C)c(-c3ccccc3)c2)cc1-c1ccccc1 | -2 | 20
81 | N#CC(C#N)=Cc1ccc(N2CCOCC2)cc1 | 1 | 1
82 | O=C1C2CCN(CC2)C1(CO)CO | 8 | -1
83 | CCN1C[C@]2(COC)CC[C@H](OC)[C@@]34C1[C@]1(OCO[C@@]15C[C@H](OC)[C@H]1C[C@@H]3[C@@H]5[C@H]1OC)[C@@H](O)[C@H]24 | 11 | -1
84 | Cc1ccc2nc(N3CCC(C(=O)N4CCC5(CC4)OCCO5)CC3)sc2c1 | -3 | 16
85 | C1=C(c2ccccc2)CCNC1 | -4 | 8
86 | CC1=[N+]([O-])C2(N)CCc3nonc3C2(O)C1 (stereo unspecified) | -14 | 5
87 | CNC(=S)N1CCn2cccc2C1c1cccnc1 (stereo unspecified) | -1 | -1
88 | C[N+]1(C)[C@@H]2CC[C@H]1CC(OC(=O)C(CO)c1ccccc1)C2 (stereo partly specified) | -10 | -2
89 | COc1ccc(N2C(=O)/C(=C/c3cccs3)C(=O)NC2=S)cc1 | 4 | -7
90 | CC(=NCCc1c[nH]c2ccccc12)c1c(O)n(Cc2ccccc2)c(=O)[nH]c1=O | -1 | -9
91 | N#CC(C#N)=Cc1cccnc1 | -15 | 10
92 | C=CCn1c(O)c(C(CC)=Nc2ccc3c(c2)CCC3)c(=O)[nH]c1=O | -54 | 5
93 | c1ccc(-c2[nH]c(-c3ccccc3)[n+](CC3CO3)c2-c2ccccc2)cc1 (stereo unspecified) | -4 | 11
94 | O=S1c2ccccc2-c2ccccc21 | 2 | -1
95 | COc1cc2c3cc1Oc1cc(ccc1O)C[C@@H]1c4c(cc(OC)c(O)c4Oc4cccc(c4)C[C@@H]3N(C)CC2)CC[N+]1(C)C | 7 | 3
96 | CC(=O)N1N=C2C3CCN(CC3)C2C1c1ccc(F)cc1 (stereo unspecified) | 5 | 0
97 | COCCN1C(=O)NC(=O)/C(=C\c2ccc(F)cc2)C1=O | 6 | 10
98 | COc1cc(C(CN)CC(=O)O)ccc1O (stereo unspecified) | -5 | 10
99 | C1=C(c2c[nH]c3ccccc23)CCN(Cc2ccccc2)C1 | -14 | 21
100 | NC(N)=N/N=C/c1ccc(N2CCOCC2)cc1 | 6 | 2
101 | CCC[C@H](N[C@@H](CCC)[C@H](O)c1ccccc1)[C@H](O)c1ccccc1 | -13 | 4
102 | O=C(Nc1cccc(OC(=O)N2CCCCC2)c1)N1CCOCC1 | -21 | 7
103 | N#Cc1ccccc1Cn1cc(C(=O)c2ccco2)c2ccccc21 | -1 | -1
104 | CC(C)[N+](C)(CCC(C(N)=O)(c1ccccc1)c1ccccc1)C(C)C | -5 | 2
105 | Clc1cccc(C2NCCc3[nH]cnc32)c1 (stereo unspecified) | 8 | 0
106 | CC1=CC(C)CC(C)OC(=O)CC(c2ccc(O)cc2)NC(=O)C(Cc2c(Br)[nH]c3ccccc23)N(C)C(=O)C(C)NC(=O)C(C)C1 (stereo unspecified) | 98* | -50*
107 | CN1CCCN(C(=O)COc2ccc(F)cc2Cl)CC1 | 6 | 8
108 | CC12CCC(O)CC1CCC1C2CCC2(C)C(C(=O)CC(O)C(F)(F)F)CCC12 (stereo unspecified) | -16 | 6
109 | Cc1cc(C(=O)Nc2ccc3c(c2)OCCO3)nn1C(C)(C)C | 4 | 0
110 | CC(=NCCC1=CCCCC1)c1c(O)n(-c2ccccc2)c(=O)[nH]c1=O | 42 | -48
111 | CC(=O)CC(=O)C1C(=O)N(C)C(=O)N(C)C1=O | -13 | 2
112 | COC(=O)C1=C(c2cccc(OCc3ccccc3)c2)C[C@@H]2CC[C@H]1N2C(=O)NCCCOC(C)C | -4 | -2
113 | C(#CCN1CCCC1)CN1CCCC1 | 8 | 3
114 | Cc1c(C=C2C(=O)NC(=O)NC2=O)c(=O)n(-c2ccccc2)n1C | 1 | 5
115 | O=[N+]([O-])c1ccc(N2CCOCC2)c2cccnc12 | -2 | 4
116 | O=C(N/N=C/c1c(O)n(CCc2ccc(F)cc2)c(=O)[nH]c1=O)c1ccncc1 | 11 | -14
117 | Cc1ccc(-n2c(=S)[nH]c3ccc(C)cc3c2=O)cc1 | 13 | -7
118 | COc1ccc(NP(=O)(Oc2cccc(C)c2)Oc2cccc(C)c2)cc1OC | -26 | 9
